M. tuberculosis HTS: M. tuberculosis growth inhibition, HTS (AID 449762) | M. tuberculosis H37Rv growth inhibition, 7H9 media; higher % means a stronger effect | one-dose inhibition, % at 25 µM; IC50 in µM for titrated hits | 330,000 compounds, 0.59% hits; in the data active = a potency from the dose series; inconclusive = inhibition above about 70% without an active follow-up result;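 also: bacterial growth assessed after seven days of incubation; strong numbers were not always called active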
influenza NS1A: H1N1 influenza NS1A inhibitors, functional cell based assay (AID 504329); NS1A functional cell-based assay, percent inhibition; higher % means a stronger effect; inhibition, % at 12.5 µM; hits with a dose series show IC50 in µM; 340,000 compounds, 0.3% hits; in the data active = a potency from the dose series; inconclusive = inhibition above about 27% without an active follow-up result; also: strong numbers were not always called active
VEEV TC-83 Vero: inhibitors of VEEV TC-83 cytopathic effect, confirmation, Vero cells (AID 588727); Vero cells, VEEV TC-83 cytopathic effect inhibition; higher % means a stronger effect; inhibition, % at 20 µM; hits with a dose series show IC50 in µM; 350,000 compounds, 0.13% hits; in the data active = a potency from the dose series; inconclusive = inhibition mostly from about 14% at the one dose, without a potency; inactive = the rest, 99 in 100 with inhibition below about 12%; also: strong numbers were not always called active
M. tuberculosis: growth inhibition of non-replicating M. tuberculosis (AID 488890); Mycobacterium tuberculosis non-replicating, growth inhibition; higher % means a stronger effect; inhibition, % at 25 µM, or IC50 in µM where a hit was titrated; 320,000 compounds, 0.39% hits; in the data active = a potency from the dose series; inconclusive = inhibition mostly from about 82% at the one dose, without a potency; inactive = the rest, 99 in 100 with inhibition below about 76%;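 also: plate controls were DMSO cells for no effect and high antibiotic wells for full effect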
PhoP GFP inhibition: Inhibition of PhoP regulon, Salmonella typhi GFP reporter cells, confirmation, 4 h (AID 1850) | inhibition, % at 50 µM; hits with a dose series show IC50 in µM | Salmonella Typhi PhoP-promoter GFP reporter, fluorescence, 4 h; higher % means a stronger effect | 310,000 compounds, 0.33% hits; in the data active = a potency from the dose series; inconclusive = inhibition mostly from about 25% at the one dose, without a potency; inactive = the rest, 99 in 100 with inhibition below about 19%;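 also: 0% = induced wells with vehicle and 100% = uninduced wells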
VEEV TC-83 Vero 10K pilot screen: further read-out of VEEV TC-83 Vero, marked with its call; inhibition, %; measured here: 10K pilot screen inhibition
* marks the source's active call; other numbers are inactive results; i = inactive; ? = inconclusive; . = no result given.

SMILES	M. tuberculosis HTS	influenza NS1A	VEEV TC-83 Vero	M. tuberculosis	PhoP GFP inhibition	others
O=C(N/N=C/c1sc(N2CCOCC2)nc1-c1ccccc1)c1ccccc1O	1%	-2%	7.6%	8%	-3%
COc1ccc(C(=O)NNC(=S)NC(=O)c2ccc(OC)cc2)cc1	?	-9%	2.8%	?	6%
COc1cc2c(cc1OC)C(Cc1ccc(O)cc1)N(C)CC2 (stereo not drawn)	0%	9%	0.0%	5%	-4%
COc1ccc([C@H]2C(C(=O)O)=C[C@@H](C(C)(C)C)N2S(=O)(=O)c2ccccc2)cc1	5%	-17%	0.0%	22%	.
Cc1cc(F)ccc1S(=O)(=O)N(C(=O)c1ccncc1)c1ccc(OC(=O)c2ccncc2)cc1	-6%	.	4.1%	3%	-1%
S=C(N/N=C1\CCc2ccccc21)NC1CCCCC1	6%	8%	1.6%	45%	0%
COc1cc(C(=O)COC(=O)c2ccc([N+](=O)[O-])o2)cc(OC)c1OC	3%	-5%	2.7%	35%	.
C=C(C)COc1ccc(-c2ncncc2-c2ccc(Cl)cc2)c(O)c1	0%	2%	4.1%	13%	-7%
O=C(Nc1ccc(S(=O)(=O)N2CCCC2)cc1)c1cccnc1Cl	-3%	1%	8.7%	-8%	-3%
Cc1ccc(S(=O)(=O)N(C)CCCC(=O)Nc2cccc3ccccc23)cc1	3%	2%	1.1%	6%	-7%
CSCCC(NC(=O)c1ccccc1Cl)C(=O)N1CCCC(C)C1 (stereo not drawn)	.	13%	i	.	.
O=C(NCCCN1CCOCC1)c1ccc(Cl)cc1Cl	0%	-2%	i	-1%	0%
OCCC1CN(C2CCC2)CCN1Cc1ccc(F)c(F)c1 (stereo not drawn)	0%	-20%	i	-10%	3%
COc1cc(N)c(Cl)cc1NC(=O)c1ccccc1	-16%	-3%	2.1%	-4%	-3%
COc1ccc(-c2ccc(SCC(=O)Nc3cc(C)on3)nn2)cc1OC	-1%	4%	3.0%	35%	-9%	VEEV TC-83 Vero 10K pilot screen=1.7

Molecules from the list above that have an aryl methoxy group, in the order listed:
SMILES	M. tuberculosis HTS	influenza NS1A	VEEV TC-83 Vero	M. tuberculosis	PhoP GFP inhibition	others
COc1ccc(C(=O)NNC(=S)NC(=O)c2ccc(OC)cc2)cc1	?	-9%	2.8%	?	6%
COc1cc2c(cc1OC)C(Cc1ccc(O)cc1)N(C)CC2 (stereo not drawn)	0%	9%	0.0%	5%	-4%
COc1ccc([C@H]2C(C(=O)O)=C[C@@H](C(C)(C)C)N2S(=O)(=O)c2ccccc2)cc1	5%	-17%	0.0%	22%	.
COc1cc(C(=O)COC(=O)c2ccc([N+](=O)[O-])o2)cc(OC)c1OC	3%	-5%	2.7%	35%	.
COc1cc(N)c(Cl)cc1NC(=O)c1ccccc1	-16%	-3%	2.1%	-4%	-3%
COc1ccc(-c2ccc(SCC(=O)Nc3cc(C)on3)nn2)cc1OC	-1%	4%	3.0%	35%	-9%	VEEV TC-83 Vero 10K pilot screen=1.7

The list goes on.
SMILES	M. tuberculosis HTS	influenza NS1A	VEEV TC-83 Vero	M. tuberculosis	PhoP GFP inhibition	others
CCOc1ccc2nc(NC(=O)CS(=O)(=O)c3ccc(C)cc3)sc2c1	?	2%	0.3%	?	2%
CCN1C(=O)NC(=O)/C(=C/c2cc(C)n(-c3sc(C)c(C)c3C#N)c2C)C1=O	12%	-8%	0.2%	6%	5%
CCCOc1ccc(C(=O)CCC(=O)OCC(=O)N2CCN(S(=O)(=O)c3ccc(C)cc3C)CC2)cc1	.	-8%	1.4%	.	.
O=C(NNC(=O)c1ccccc1Cl)c1ccco1	-2%	0%	0.2%	-10%	4%
O=C(CN1C(=O)CSC1=O)Nc1ccc2c(c1)OCCO2	-11%	-2%	0.1%	-5%	-8%
Cc1onc(-c2c(F)cccc2Cl)c1C(=O)NC(=S)NCc1cccnc1	4%	2%	0.8%	53%	-5%
CCOC(=O)c1ccc(-[n+]2c(-c3ccccc3)cc(-c3ccccc3)cc2-c2ccccc2)cc1	?	-4%	7.8%	?	-15%
C/C(CCN1CCCCc2nc(C)c(C)cc21)=N\O[C@@H](C)CN1CCCCc2nc(C)c(C)cc21	?	.	.	40%	-4%
c1ccc(CN2C3=NCCN3c3ccccc32)cc1	-13%	-13%	0.8%	-12%	-5%
C[C@@H](C(=O)OCC(=O)Nc1cc(S(=O)(=O)N2CCOCC2)ccc1Cl)N1C(=O)C2CCCCC2C1=O (stereo partly drawn)	12%	14%	0.9%	-7%	6%	VEEV TC-83 Vero 10K pilot screen=1.5
OCc1ccc(O)c2ncccc12	52%	11µM*	12%	26%	0%
C=CCN1CN(CCc2ccccc2)CNC1=S	2%	.	1.2%	6%	-16%
COCCCNC(=O)CC(NS(=O)(=O)c1ccc(F)cc1)c1ccc(OC)cc1 (stereo not drawn)	-6%	-5%	0.6%	-3%	-10%
CC(NC(=O)c1ccco1)c1nc(-c2ccc(C(C)(C)C)cc2)no1 (stereo not drawn)	1%	0%	2.9%	12%	16%
CN(CCc1cnn(C)c1)Cc1cn(C)nc1-c1ccc2c(c1)OCCO2	-6%	3%	0.2%	-2%	-2%	VEEV TC-83 Vero 10K pilot screen=0.2
C[C@H]1CC[C@@]2(O[C@H](CCO)C[C@@H](O)[C@@H]2O)O1	20%	12%	0.3%	-7%	0%
Cc1ccc(Cn2c(=N)c(C(=O)NCc3ccco3)cc3c(=O)n4ccccc4nc32)cc1	4%	2%	i	44%	24%
Cc1ccc(S(=O)(=O)Nc2ccccc2/C=N/c2nc3ccccc3n2C(C)C)cc1	-4%	-1%	0.7%	73%	6%
S=C1NC[C@H](Cc2ccccc2)N1CC1CCN(CCCCc2ccccc2)CC1	.	-15%	i	.	.
COC(C/C=C/[C@@H](O)COCc1ccccc1)OC	-6%	-6%	i	3%	-3%
Cc1ccc(NC(=O)/C=C/c2ccc(S(=O)(=O)N3CCOCC3)cc2)cc1S(=O)(=O)N(C)C	.	0%	11%	.	.
COc1ccc(S(=O)(=O)NC(C)C(=O)NCc2cccnc2)cc1OC (stereo not drawn)	-2%	4%	0.2%	0%	10%
CCCCCc1ccc(S(=O)(=O)NCCc2ccncc2)cc1	34µM*	2%	i	43%	-4%
COc1ccccc1-c1cc(C(F)(F)F)n2ncc(S(=O)(=O)c3ccccc3)c2n1	-3%	-10%	3.4%	9%	1%
COc1ccc(-c2cn(-c3ccc(SC(F)F)cc3)c3[n+]2CCC3)cc1OC	1%	-4%	0.6%	6%	-2%
Cc1ccccc1NC(=O)CSc1nc(O)cc(=O)n1C	0%	-18%	i	1%	6%
O=C(C1CCCO1)N1CCN(C(=S)Nc2cccc(F)c2)CC1 (stereo not drawn)	-7%	-1%	2.6%	-8%	-4%
CCCCn1c(SCC(=O)NCc2ccccc2)nc2ccc(N3CCOCC3)cc2c1=O	-7%	-10%	0.3%	14%	-14%
COCC1CCCN(Cc2nc(Cc3ccccc3)no2)C1 (stereo not drawn)	0%	-7%	i	-9%	-4%
N#Cc1c(-c2ccc(Cl)cc2)cc(-c2cccs2)nc1SCC(=O)O	1%	-4%	0.5%	22%	-1%
O=C(OCCn1cncn1)c1cc2ccccc2oc1=O	1%	2%	1.5%	-6%	0%
NC(=O)CC(NC(=O)c1ccccc1)c1ccc(NCCOc2ccccc2)c([N+](=O)[O-])c1 (stereo not drawn)	10%	6%	2.9%	6%	5%
COc1ccccc1N(CC(O)COc1c(C)cc(C)cc1C)S(=O)(=O)c1ccccc1 (stereo not drawn)	-8%	-8%	2.4%	21%	3%
Cc1nc2c(C(=O)N3CCC4(CC3)OCCO4)cnn2c(C)c1Cc1cccc(Cl)c1	-4%	-4%	3.1%	14%	-2%
CC[C@@H](C)[C@@H]1CN([C@@H](C)CN2CCC[C@H]2CN2C(N)=NC[C@H]2C(C)C)C(=N)N1CCc1ccc(Cl)c(Cl)c1	?	8%	i	?	.
Cc1cc(C(=O)Nn2cnnc2)ccc1[N+](=O)[O-]	-8%	-11%	i	3%	-4%
CCC1(COC(=O)Nc2cccc(Cl)c2)COC1	4%	6%	4.2%	24%	-18%
Cc1ccc(NC(=O)COC(=O)c2ccn(C)n2)cc1	-16%	1%	0.1%	-13%	-8%
O=C(CCc1c[nH]c2ccccc12)OCc1cccc(C(F)(F)F)c1	?	-7%	1.9%	?	-13%
CC(=O)N1CCN(c2ccc(N=Cc3c(O)n(-c4ccc(Cl)cc4)c(=O)[nH]c3=O)cc2)CC1	3%	0%	1.3%	-8%	-6%
COc1cccc(C2(C#N)CCN(C)CC2)c1	-2%	-2%	0.1%	-9%	9%
O=C(c1cnc2nc3ccccc3n2c1)c1cc(F)ccc1O	1%	-6%	2.9%	52%	8%
CCOC(=O)CSc1nnc(NC(=O)c2ccco2)s1	39%	-6%	0.0%	71%	-27%
CN(C)C(=O)CSc1nnc(-c2ccc(S(=O)(=O)N3CCCC3)cc2)n1C	4%	2%	1.5%	-4%	13%
Cn1c(N)c(C(=O)COC(=O)CSc2ccc(Cl)cc2)c(=O)n(C)c1=O	1%	-3%	1.2%	39%	15%
O=C(NCCCN1C(=O)c2ccccc2C1=O)OCc1ccccc1	.	0%	3.5%	.	.
COCCCNC(=O)CC(NS(=O)(=O)c1ccc(Cl)cc1)c1ccc(OC)cc1 (stereo not drawn)	13%	-9%	i	14%	-1%
CCC1=Nc2cc(C(=O)NCCN3CCOCC3)ccc2Sc2ccc(Br)cc21	-1%	3%	1.1%	0%	-10%
Cc1ccc(C(=O)CSc2nsc(C)c2C#N)cc1	-5%	-1%	2.9%	?	0%
COc1ccc(OC)c(N=Nc2c(O)c3ccccc3[nH]c2=O)c1	.	-3%	9.1%	.	.
COC(=O)CCc1c(C)[nH]c(=S)[nH]c1=O	-5%	3%	i	-23%	-5%
CSCCC(/C(O)=C(\C#N)c1nc2ccccc2[nH]1)N1C(=O)c2ccccc2C1=O (stereo not drawn)	22%	-6%	4.4%	-4%	0%
COc1ccc2nc(SCC(=O)Nc3cc(C)on3)c(C#N)cc2c1	2%	-8%	0.4%	2%	13%
COc1cccc(NC(=O)CN2C(=O)COc3ccc(S(=O)(=O)N4CCC(C)CC4)cc32)c1	3%	4%	6.5%	43%	-38%
CCN1CCN(CCc2nc3cc(NC(=O)COc4ccccc4)ccc3n2C)CC1	6%	-2%	i	68%	0%
CC1CCN(S(=O)(=O)c2ccc3c(ccn3CCC(=O)N3CCCCC3)c2)CC1	5%	7%	0.1%	13%	4%
COc1ccccc1/C=C(\NC(=O)c1ccc(OC)c(OC)c1)C(=O)Nc1cc([N+](=O)[O-])ccc1C	5%	-7%	0.1%	4%	-8%
Cn1cc(C(=O)NCc2cccs2)c(=O)c2cc(S(=O)(=O)N3CCCC3)ccc21	-9%	-6%	1.4%	-23%	-11%
CCC(=O)N1CCN(CCN=CC2=C(O)CC(c3ccc(OC)cc3)CC2=O)CC1 (stereo not drawn)	15%	-4%	i	2%	-5%
Cc1cc(OC(=O)Cc2cccc3ccccc23)c([N+](=O)[O-])c(=O)[nH]1	6%	0%	0.9%	28%	-7%

The list goes on.
SMILES	M. tuberculosis HTS	influenza NS1A	VEEV TC-83 Vero	M. tuberculosis	PhoP GFP inhibition	others
Cc1cc(C)c(S(=O)(=O)/N=C2/C=C(Sc3ncn[nH]3)C(=O)c3ccccc32)cc1C	0%	0%	5.4%	?	?
CC[C@]12c3[nH]c4cc(-c5ccco5)ccc4c3CCN1C(=O)[C@@H](CC(=O)NCCC1=CCCCC1)C[C@@H]2C(=O)N1CCN(C(=O)C2CC2)CC1	.	2%	2.5%	.	.
COc1ccc(-c2nn(CCC#N)cc2/C=N/O)cc1OC	5%	-4%	1.2%	-20%	7%
Cc1ccc(CNC(=O)CCc2ccc(S(=O)(=O)NC3CCCCC3)cc2)cc1	3%	-24%	i	-7%	-2%
CSCCC(NC(=O)c1ccoc1C)C(=O)O (stereo not drawn)	1%	-10%	i	-4%	6%
O=C(CCNC(=O)c1ccc(Cl)cc1)Nc1ncccc1O	-7%	6%	2.6%	10%	-6%
O=c1cc(-c2ccc(Cl)cc2)[nH]c2ccccc12	-2%	.	.	5%	11%
Cc1cccc(Oc2nc(-c3ccccn3)nc3ccccc23)c1	?	-19%	8.7%	?	-2%
CN(C)/C=N/NC(=O)c1ccccc1	21%	-8%	1.0%	-8%	3%
COc1ccc(C(CNC(=O)COc2ccc(F)cc2Cl)N2CCOCC2)cc1 (stereo not drawn)	.	-1%	2.6%	.	.
COc1ccc(CNC(=O)OCCN2CCN(Cc3ccccc3)CCC2=O)cc1	-3%	1%	0.1%	13%	-3%	VEEV TC-83 Vero 10K pilot screen=1.6
O=c1c2ccccc2nc(-c2ccccc2)n1/N=C/c1ccc([N+](=O)[O-])cc1	19%	-1%	0.2%	-15%	-10%	VEEV TC-83 Vero 10K pilot screen=0.5

Assay outcomes as filed in PubChem.
